Screening data: PubChem BioAssay, National Center for Advancing Translational Sciences (NCATS)
Nrf2 ARE act: Nrf2 pathway activation; AID 624171; Potency, µM (titrated, usually from 46.1 µM), for inactives: at the highest dose activation, hits mostly activators; AREc32 ARE-luciferase reporter (MCF7-derived line), luminescence, 24 h; 410,000 tested, 0.31% active; note: potency is the fitted concentration of half-maximal effect; % of control where 0% means no effect; nearly all actives have a fitted effect of over 65% in size
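Each well held 1000 AREc32 cells, which were incubated with compound for 24 hr at 37 deg C after overnight attachment, and ARE reporter activity was quantified by firefly luciferase luminescence.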
EPAC2 agonist: EPAC2 (human) agonism. Q8WZA2. EPAC2 activation, biochemical qHTS; response scale: 100% = 6.5 mM cAMP response. Potency, µM (doses to about 154 µM), inactives show at the highest dose activation, actives largely listed as activators. 360,000 tested, 0.079% active. AID 720711; note: potency is the fitted concentration of half-maximal effect; nearly all actives have a fitted effect of over 50% in size
Target sequence (Q8WZA2 whole entry, looked up): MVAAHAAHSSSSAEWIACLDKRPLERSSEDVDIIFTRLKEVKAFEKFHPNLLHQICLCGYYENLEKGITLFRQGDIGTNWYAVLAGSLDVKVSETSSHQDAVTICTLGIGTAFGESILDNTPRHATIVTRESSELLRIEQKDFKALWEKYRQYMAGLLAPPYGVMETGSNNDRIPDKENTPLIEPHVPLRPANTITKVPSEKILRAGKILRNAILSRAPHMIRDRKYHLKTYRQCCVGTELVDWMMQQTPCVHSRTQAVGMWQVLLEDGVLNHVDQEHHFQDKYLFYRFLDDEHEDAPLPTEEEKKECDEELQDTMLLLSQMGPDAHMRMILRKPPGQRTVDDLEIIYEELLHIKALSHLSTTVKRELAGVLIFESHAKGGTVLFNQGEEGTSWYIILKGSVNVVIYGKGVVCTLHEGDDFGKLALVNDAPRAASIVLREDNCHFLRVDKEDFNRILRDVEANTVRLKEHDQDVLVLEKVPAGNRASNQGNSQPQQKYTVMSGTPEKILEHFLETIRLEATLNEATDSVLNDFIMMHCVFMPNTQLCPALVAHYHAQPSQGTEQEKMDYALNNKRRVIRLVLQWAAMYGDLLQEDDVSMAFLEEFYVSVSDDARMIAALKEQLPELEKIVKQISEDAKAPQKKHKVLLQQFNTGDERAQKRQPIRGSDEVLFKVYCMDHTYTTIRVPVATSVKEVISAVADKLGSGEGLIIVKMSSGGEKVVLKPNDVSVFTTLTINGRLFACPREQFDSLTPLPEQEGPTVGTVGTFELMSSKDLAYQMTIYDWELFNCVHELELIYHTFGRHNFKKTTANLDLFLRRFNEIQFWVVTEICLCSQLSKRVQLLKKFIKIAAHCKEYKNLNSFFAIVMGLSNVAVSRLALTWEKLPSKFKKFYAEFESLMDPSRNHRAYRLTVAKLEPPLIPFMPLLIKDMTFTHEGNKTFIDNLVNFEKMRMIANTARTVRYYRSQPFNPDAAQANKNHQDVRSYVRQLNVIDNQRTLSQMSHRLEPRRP
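Guanine nucleotide exchange by EPAC2 is measured as reduced fluorescence of BODIPY-GDP once it is released from 250 nM Rap1B. Plates are read kinetically for 30 min at room temperature; results are scaled to 6.5 mM cAMP.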
IL2 activator: activators of IL-2; IL-2 activation reporter assay, cell-based qHTS; stimulated with anti-CD3/CD4/CD28 beads; in transgenic mouse T cells; activation, % (series mostly up to about 46 µM); 360,000 tested, 0.065% active; AID 652025; in the data active = activation above about 50%; inconclusive = mostly about 30% to 49%; note: 0% is about no effect
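Quantitative HTS in unstimulated transgenic mouse T cells, with memory T cells as non-tolerant control and PMA/ionomycin as tolerance-bypass control. Compound pretreatment lasted 60 minutes before 18 h bead stimulation; EGFP/DsRed fluorescence read.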
TGFb SMAD3 inh: blocks TGF-b signaling; HepG2 CAGA-GFP TGF-b/SMAD3 reporter, GFP fluorescence, 18 h; TGF-beta stimulated, 500 pg/mL final; Potency, µM (top dose mostly 46.1 µM), for inactives: top-dose activity, negative = inhibition, actives largely listed as inhibitors; 410,000 tested, 1.2% active; AID 588855; note: potency is the fitted concentration of half-maximal effect; % is set by controls: 0 for no effect and ±100 for the full control effect; nearly all actives have a fitted effect of over 65% in size
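Cell-based qHTS in HEPG2 carrying a CAGA-GFP Smad reporter; compounds added before 500 pg/mL final TGF-beta, 18 h incubation at 37 degrees C, GFP fluorescence quantified per cell by imaging cytometry.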
ATXN2 expr inh: ATXN2 expression inhibition; HEK-293 ATXN2-luciferase reporter, luminescence, 24 h; Potency, µM (top dose mostly 57 µM), inactives show top-dose activity change, negative = inhibition, actives largely listed as inhibitors; 360,000 tested, 0.72% active; AID 1745845; note: potency is the fitted concentration of half-maximal effect; % is set by controls: 0 for no effect and ±100 for the full control effect; nearly all actives have a fitted effect of over 55% in size
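qHTS (up to 57 uM final) was run with 24 h compound exposure of reporter cells at 37 °C. Each well was multiplexed: SteadyGlo luminescence measured ATXN2-luciferase expression after a fluorogenic Gly-Phe-AFC viability readout (25 uM final).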
Nrf2 inh: blocks Nrf2 signaling | A549 ARE-Fluc reporter, luciferase luminescence, 18-24 h | Potency, µM (titrated, usually from 46 µM), inactives show at the highest dose activity change, negative = inhibition, most hits filed as inhibitors | 360,000 tested, 2.1% active | AID 504444; note: potency is the fitted concentration of half-maximal effect; % is set by controls: 0 for no effect and ±100 for the full control effect; nearly all actives have a fitted effect of over 60% in size
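Two sequential reads on A549 ARE_Fluc cells exposed to compound for 18-24 h: a CellTiter-Fluor fluorescence read for viability, then a luciferase luminescence read for Nrf2/ARE activity.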
A549 tox: kills or reduces viability of A549 cells in Nrf2 counter-screen; A549 ARE-Fluc cells, CellTiter-Fluor viability, 18-24 h; 390,000 tested, 0.16% active; Potency, µM (top dose mostly 46 µM), for inactives: top-dose activity change, negative = cytotoxicity, usual class: inhibitors; note: potency is the fitted concentration of half-maximal effect; % is set by controls: 0 for no effect and ±100 for the full control effect
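A549 ARE-Fluc cells in 5% FBS OPTI-MEM, 5000 cells/well, rested 2 h then exposed to compounds in concentration-response for 18-24 h at 37 °C. Viability by CellTiter-Fluor fluorescence (Ex 405/Em 525) after 30 min; luciferase luminescence (BugLite, 15 min, RT) read afterwards.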
S2 tox: viability counter-screen for ATXN expression inhibitors; Potency, µM (highest dose often 56.7 µM), most hits filed as cytotoxic; S2 cells (HEK-293 line with an ATXN2-luciferase reporter) viability, CellTiter-Fluor protease fluorescence, 24 h; AID 651635; 400,000 tested, 0.49% active; note: potency is the fitted concentration of half-maximal effect; nearly all actives have a fitted effect of over 40% in size
HepG2 tox: HepG2 cytotoxicity, counter-screen for TGF-b inhibitors; HepG2 CAGA-GFP viability, ATP luminescence, 18 h; Potency, µM (series often up to 46.1 µM), inactives show top-dose activity change, negative = cytotoxicity, actives largely listed as cytotoxic; 410,000 tested, 0.76% active; AID 588856; note: potency is the fitted concentration of half-maximal effect; some results filed as inactive show a strong effect at the top dose
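HepG2 CAGA-GFP cells (1000/well, DMEM with 1% FBS) received compound, then TGF-beta at 500 pg/mL final, and were incubated 18 hours at 37 degrees C. Viability was read by CellTiter-Glo luminescence. Media-only wells were set as complete cell-killing and DMSO as no toxicity.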
* = called active by the depositor; i = inactive; ? = inconclusive; nt = no result given; [ ] = remark or other dose. Unless noted, calls come from the whole dose curve; as a rule, active = well fitted curve in the direction sought with a large enough effect; inconclusive = small, poorly fitted or top-dose-only effect, or another doubt; inactive = no such curve, though single readings can be large; an effect the other way counts as inactive or inconclusive.

The opening 5 compounds, ahead of the listing:
SMILES	Nrf2 ARE act	EPAC2 agonist	IL2 activator	TGFb SMAD3 inh	ATXN2 expr inh	Nrf2 inh	A549 tox	S2 tox	HepG2 tox
Cn1nc(-c2ccccc2)c2nc3ccccc3nc21	15%	100µM*	0.0	13%	1%	12%	?	nt	5%
CCC(CC)C(=O)c1c[nH]c(C(=O)NN)c1	-1.5%	11%	0.8	-8%	-17%	-18%	6%	i	-2%
CCSC(C)CC1C/C(=N/O)c2c(C)noc2C1 (configuration not stated)	0.2%	8%	-0.8	15%	-14%	-11%	-1%	i	-30%
Cc1ccc(N(CCCCN2C(=O)c3ccccc3C2=O)C(=O)c2ccc(Cl)s2)cc1	-0.1%	5%	1.5	45%[activator]	10%	-17%	-2%	i	3%
CC(C)(C)c1ccc(S(=O)(=O)NCc2nc3cccnc3n2Cc2ccccc2Cl)cc1	-0.7%	nt	nt	?	nt	nt	-18%	nt	-34%

The whole of this part (from the top)
SMILES	Nrf2 ARE act	EPAC2 agonist	IL2 activator	TGFb SMAD3 inh	ATXN2 expr inh	Nrf2 inh	A549 tox	S2 tox	HepG2 tox
Cn1nc(-c2ccccc2)c2nc3ccccc3nc21	15%	100µM*	0.0	13%	1%	12%	?	nt	5%
CCC(CC)C(=O)c1c[nH]c(C(=O)NN)c1	-1.5%	11%	0.8	-8%	-17%	-18%	6%	i	-2%
CCSC(C)CC1C/C(=N/O)c2c(C)noc2C1 (configuration not stated)	0.2%	8%	-0.8	15%	-14%	-11%	-1%	i	-30%
Cc1ccc(N(CCCCN2C(=O)c3ccccc3C2=O)C(=O)c2ccc(Cl)s2)cc1	-0.1%	5%	1.5	45%[activator]	10%	-17%	-2%	i	3%
CC(C)(C)c1ccc(S(=O)(=O)NCc2nc3cccnc3n2Cc2ccccc2Cl)cc1	-0.7%	nt	nt	?	nt	nt	-18%	nt	-34%
CN1C(=O)/C(=C/c2cc(C(C)(C)C)c(O)c(C(C)(C)C)c2)NC1=S	0.5%	1%	-2.0	6%	-3%	8%	1%	i	4%
CC1(C(=O)NS(=O)(=O)c2ccccc2Cl)CCN1C(=O)c1ccccc1 (configuration not stated)	-1.3%	4%	-0.2	-4%	0%	nt	nt	?	2%
c1ccc(C2c3c(ccc4ccccc34)Oc3ncn4nc(-c5ccco5)nc4c32)cc1 (configuration not stated)	14%	8%	10	-4%	-1%	7%	4%	i	13%
CSc1ccc(CN(C)C(=O)CSCC(=O)Nc2cc(C)on2)cc1	1.5%	1%	0.3	1%	9%	3%	0%	i	-1%
CCOCCOc1cc(NCc2ccccc2)c2ncn(C(C)C)c2c1	-4.7%	1%	0.6	?	?	-23%	-19%	?	-111%
COc1cc2c(cc1OC)C(C)N(C(=O)CCNC(=O)c1ccccc1)CC2 (configuration not stated)	0.1%	11%	-2.0	1%	4%	3%	0%	i	5%
CC1=NNC(=O)C1CCC(=O)N/N=C\c1cccc(Cl)c1 (configuration not stated)	3.9%	7%	0.3	-3%	23%	25%	6%	i	-3%

Of the compounds above, 2 have a tert-butyl group.
SMILES	Nrf2 ARE act	EPAC2 agonist	IL2 activator	TGFb SMAD3 inh	ATXN2 expr inh	Nrf2 inh	A549 tox	S2 tox	HepG2 tox
CC(C)(C)c1ccc(S(=O)(=O)NCc2nc3cccnc3n2Cc2ccccc2Cl)cc1	-0.7%	nt	nt	?	nt	nt	-18%	nt	-34%
CN1C(=O)/C(=C/c2cc(C(C)(C)C)c(O)c(C(C)(C)C)c2)NC1=S	0.5%	1%	-2.0	6%	-3%	8%	1%	i	4%

Continuation:
SMILES	Nrf2 ARE act	EPAC2 agonist	IL2 activator	TGFb SMAD3 inh	ATXN2 expr inh	Nrf2 inh	A549 tox	S2 tox	HepG2 tox
CCOc1ccc(NC(=O)CS(=O)CC(=O)NC2CCCc3ccccc32)cc1 (configuration not stated)	0.1%	1%	1.0	-17%	2%	-23%	-5%	i	-20%
CCc1ccccc1NC(=O)CSCc1cnn(-c2ccccc2)c1-n1cccc1	4.4%	nt	nt	-43%	?	?	-1%	i	-14%
COc1ccc(C(c2nnnn2C2CCCCC2)N2CCN(c3ccccc3F)CC2)cc1 (configuration not stated)	3.1%	-9%	-3.3	26%	1%	nt	0%	i	28%
CCCCC(=O)NC(Nc1ccc(C)cn1)(C(=O)OCC)C(F)(F)F (configuration not stated)	0.2%	6%	-0.7	0%	0%	-6%	-3%	i	36%
CCn1nc(C(=O)N[C@@H](CCSC)c2nc3ccccc3[nH]2)c2ccccc2c1=O	2.0%	1%	-0.6	?	9%	?	-5%	i	-25%
COc1cc(NC(=O)CC2C(=O)N(c3cccc(C)c3)C(=O)N2Cc2ccco2)cc(OC)c1 (configuration not stated)	4.9%	nt	nt	-6%	nt	-22%	-10%	nt	-21%
Cc1cccc(C(=O)NNC(=O)c2csc(N3CCOCC3)n2)c1C	-0.6%	3%	-1.1	2%	7%	14%	-4%	i	18%
Cc1ccc(NC(=O)CN2CCc3ccccc3C2)cc1S(=O)(=O)N1CCOCC1	-0.1%	8%	-0.3	0%	-1%	-6%	-1%	i	-25%
CC(=O)Nc1ccc(S(=O)(=O)Nc2nc3ccccc3nc2Sc2nncn2C)cc1	-0.1%	11%	1.6	130%[activator]	36%	-2%	-12%	i	2%
COc1ccccc1NC(=O)CN1CCN(Cc2ccccc2)CC1	0.3%	4%	-1.5	-23%	-10%	0%	13%	i	-9%
Cc1ccc(CN(C(=O)c2cc3ccccc3oc2=O)C2CCS(=O)(=O)C2)cc1 (configuration not stated)	4.8%	-5%	1.3	8%	42%[activator]	12%	-9%	i	3%
COc1ccc(Cl)cc1NC(=S)NN1CCOCC1	-0.6%	2%	-1.0	-10%	14%	-26%	0%	i	-10%
Cc1cc(=O)oc(C)c1C(=O)NNC(=O)C1(C)CC1Br (configuration not stated)	0.2%	7%	-3.1	-4%	-17%	-2%	7%	i	-17%
CCN(CC(=O)NCc1cccs1)C(=O)c1ccc(-c2ccccc2F)o1	3.0%	-2%	0.3	3%	13%	6%	1%	?	0%
COc1ccccc1C(=O)NC(=S)Nc1cc(C(=O)O)ccc1C	4.8%	-4%	0.7	6%	15%	27%	4%	i	3%
CCN(CC(=O)Nc1c(F)cccc1F)C(=O)CN1C(=O)NC2(CCCC2)C1=O	-0.7%	6%	-0.2	-10%	-4%	1%	0%	i	5%
Cc1cc2c(cc1[N+](=O)[O-])NC(CNC(C)C)CC2 (configuration not stated)	-0.6%	5%	1.1	0%	-27%	4%	-2%	i	-3%
COc1ccccc1/C=N/NC(=O)c1nnn(-c2nonc2N)c1-c1cccs1	-0.3%	8%	-0.2	-17%	nt	-3%	-1%	i	-9%
Cc1ccc(OCC(=O)OCc2cc(=O)n3ccsc3n2)cc1C	-0.8%	nt	nt	-18%	8%	?	-8%	i	0%
COc1cccc(NC(=O)CN(C)C(=O)c2ccccn2)c1	1.7%	6%	0.3	3%	nt	20%	0%	i	0%
Cc1cc(C)cc(N(CC(=O)NC2CCCC2)C(=O)CNC(=O)c2cccs2)c1	-0.7%	1%	0.2	-4%	-5%	3%	0%	i	-20%
CCOC(=O)C1CCCN(C(=O)/C=C/c2ccc([N+](=O)[O-])cc2)C1 (configuration not stated)	-0.5%	6%	-0.1	-10%	-2%	4%	-1%	i	3%
COc1ccccc1NC(=S)NNC(=O)c1nn(C)c(C)c1Cl	2.8%	-5%	2.7	6%	2%	5%	-12%	i	-29%
Cc1ccc(-c2nn(-c3ccccc3)cc2/C=N/NC(=O)CSc2nnc(C)n2-c2ccccc2)cc1	3.8%	4%	-0.4	?	59%[activator]	?	?	i	16%
CCN(C(=O)COC(=O)c1ccc2ccccc2c1)c1c(N)n(Cc2ccccc2)c(=O)[nH]c1=O	-1.9%	-1%	-0.8	-7%	nt	23µM*	?	?	-24%
COc1cc(OC)cc(C2=Cc3ccccc3C(CC(C)=O)N2c2ccc(C#CCCO)cc2)c1 (configuration not stated)	0.2%	9%	-0.6	nt	?	nt	nt	?	nt
O=C(Cn1nnc(-c2ccccc2F)n1)Nc1ccc(C(=O)N2CCOCC2)cc1	0.0%	5%	-0.5	1%	1%	23%	-3%	i	-1%
COc1ccc(N(C(=O)c2ccco2)C(C(=O)NC2CCCC2)c2ccc(OC)c(OC)c2)cc1 (configuration not stated)	-3.1%	10%	0.5	0%	2%	-12%	-1%	i	2%
CCOC(=O)c1ccc(NC(=O)COc2ccc(S(=O)(=O)NC(C)CC)cc2)cc1 (configuration not stated)	-0.2%	-3%	7.4	?	-7%	-15%	-5%	i	-22%
O=C(O)C1C2C=CC(C2)C1C(=O)Nc1ccc(Cl)c(Cl)c1 (configuration not stated)	-0.6%[9.22 µM]	0%	-4.3	0%	4%	1%	-4%	i	-1%
Clc1nc(NCC2CCCO2)c2[nH]cnc2n1 (configuration not stated)	nt	nt	nt	-1%	nt	-3%	5%	nt	0%
O=c1[nH]c(CN2CCN(c3ccccc3O)CC2)nc2ccccc12	7.2%	1%	1.2	-1%	2%	-11%	-5%	i	3%
O=C(CSCc1ccco1)N1CCc2ccccc21	?	13%	-0.1	23%	29%	?	-7%	i	9%
CCN1C(=NCCc2ccccn2)N[C@@H](c2cccc(F)c2)C(C(=O)OC)=C1C	0.2%	-1%	-3.8	14%	0%	1%	-1%	i	13%
COc1ccc(OC)c(-c2csc(NC(=O)Cc3ccccc3)n2)c1	2.5%	16%	1.3	?	5%	18µM*	-17%	?	2%
